TexasRed fluor = counter-screen for TRb-SRC2 inhibitors: fluorescence interference; TRb/SRC2 Texas Red total fluorescence interference; Potency, µM (doses to about 106 µM), for the others: top-dose fluorescence change, negative = quenching; 280,000 tested, 0.29% active; AID 1479; active = well fitted curve in either direction with a large enough effect; inconclusive = small, poorly fitted or top-dose-only effect
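Human TRβ ligand-binding domain (0.6 uM) and Texas Red SRC2 peptide (20 nM) in Tris buffer with 1 uM T3 and 5% DMSO were incubated with pinned compound for 5 hr at ambient temperature. Total fluorescence was computed as S + 2P (555/632 nm).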
GAA inhib = blocks human lysosomal alpha-glucosidase; P10253; purified human GAA, 4-MU-alpha-glucoside fluorescence; Potency, µM (highest dose often 76.9 µM), inactives show top-dose activity change, negative = inhibition, usual class: inhibitors; 200,000 tested, 0.005% active; AID 1466;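 also: plate controls were uninhibited enzyme wells for no effect and no-enzyme background for full effect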
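Activity normalized between no-enzyme (basal) and enzyme-only wells. Conditions: 4 nM human enzyme, 400 uM fluorogenic substrate, citrate/phosphate pH 5.0 with Tween-20, 20 min room temperature, compounds up to 77 uM.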
GAA glycogen mod = inhibitors or activators of human alpha-glucosidase glycogen cleavage; P10253; recombinant GAA, glycogen substrate, Amplex Red glucose oxidase fluorescence; Potency, µM (series often up to 76.4 µM), for the others: at the top dose activity change, negative = inhibition, actives largely listed as inhibitors; 300,000 tested, 0.38% active;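 also: 0% = full enzyme reaction and -100% = no-enzyme basal signal; the screen sought inhibitors and activators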
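Recombinant human enzyme (4 nM); glycogen substrate; 37 C, 40 min, pH 5.0. Readout: coupled glucose oxidase/Amplex Red fluorescence.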
L3MBTL1 block = inhibitors of human L3MBTL1. Q9Y468. AlphaScreen L3MBTL1–H3K9me1 peptide binding. Potency, µM (highest dose often 57.1 µM), for the others: at the highest dose activity, negative = inhibition, hits mostly inhibitors. 230,000 tested, 0.66% active; also: nearly all actives have a fitted effect of over 60% in size
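Read-out is AlphaScreen signal from streptavidin donor and nickel chelate acceptor beads (10 ug/mL final each) bridging L3MBTL1 (50 nM) and biotinylated K9-monomethylated H3(1-15) peptide (75 nM), after 30 min compound exposure at room temperature.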
TRb SRC2 PPI = disrupts binding of human TR beta to SRC2 | P10828 | TRbeta-SRC2 peptide binding, fluorescence polarization; receptor liganded with 1 µM T3 | Potency, µM (titrated, usually from 106 µM), for inactives: at the top dose activity change, negative = inhibition, hits mostly inhibitors | 280,000 tested, 0.065% active | AID 1469;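 also: plate controls were bound peptide for no effect and peptide without receptor for full effect; nearly all actives have a fitted effect of over 50% in size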
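Compounds were added to 0.6 uM TRb ligand-binding domain and 20 nM Texas Red-labeled SRC2 peptide in Tris buffer containing 1 uM T3, incubated 5 hr at ambient temperature, then read by fluorescence polarization.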
GAA spleen mod = inhibits or activates alpha-glucosidase in human spleen homogenate | P10253 | human spleen homogenate, 4-MU-alpha-glucoside fluorescence | Potency, µM (series often up to 79.9 µM), for inactives: at the top dose activity change, negative = inhibition, hits mostly inhibitors | 240,000 tested, 0.006% active | AID 2112;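 also: 0% = enzyme with vehicle and -100% = no enzyme basal signal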
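Human spleen homogenate (1 ug) with 4-methylumbelliferyl-alpha-D-glucopyranoside (1 mM final) in 50 mM citrate/phosphate pH 5.0, 0.01% Tween-20; 40 min at 37 C. Stopped at pH 10; 4-MU fluorescence Ex 365/Em 440 nm; AC50 by Hill fit.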
RECQ1 helicase = RECQ1 (human) helicase inhibition; P46063; RECQ1 DNA unwinding, red fluorescence kinetic read; Potency, µM (doses to about 57.3 µM), for the others: top-dose activity, negative = inhibition, actives largely listed as inhibitors; 240,000 tested, 0.54% active; AID 2549;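 also: plate controls were vehicle for no effect and no enzyme for full effect; nearly all actives have a fitted effect of over 30% in size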
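50 nM RECQ1T1 preincubated 15 min with compound in Tris pH 8.0 buffer with MgCl2, DTT, Tween-20 and 2.5 ug/ml poly(dI-dC); started with 200 nM TAMRA/BHQ-2 forked duplex and 2 mM ATP. Unwinding read as fluorescence (525/598 nm), two reads 2 h apart.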
GoLoco inh red = blocks human Gai1 binding to RGS12 GoLoco peptide, red readout | P63096 | Gai1:RGS12 GoLoco peptide FP, rhodamine, 10 min | Potency, µM (series often up to 61.6 µM), for the others: at the top dose activity, negative = inhibition, usual class: inhibitors | 230,000 tested, 0.44% active; active = well fitted inhibition curve with a large enough effect, not every such curve was filed as active; inactive = no such curve, though single readings can be large or run the other way; also: nearly all actives have a fitted effect of over 30% in size; many of its hits are not listed in these tables
Numbers without * were called inactive; i = inactive; ? = inconclusive; . = no result given; & = joins results of further samples; [ ] = dose if it differs, or a comment. Unless noted, calls follow the shape of the dose curve; as a rule, active = well fitted curve in the direction sought with a large enough effect; inconclusive = small, poorly fitted or top-dose-only effect, or another doubt; inactive = no such curve, though single readings can be large; an effect the other way counts as inactive or inconclusive. Unless noted, % is scaled to controls: 0 for no effect and ±100 for the full control effect; potency is read from the fitted curve at half-maximal effect. A portion of the library; rates above refer to the full screens.

Below each SMILES: GAA glycogen mod	GoLoco inh red	TexasRed fluor	TRb SRC2 PPI	RECQ1 helicase	GAA spleen mod	L3MBTL1 block	GAA inhib
- CC1(C)Cc2ccccc2-c2nc3n(c(=O)c21)CCS3
→ 4%	8%	-3%	2%	-4%	-4%	6%	12%
- CCCOC(=O)/C(=C\C=C\c1ccco1)NC(=O)c1ccccc1
→ ?	26%	1%	6%	?	1%	.	-9%
- CCS(=O)(=O)N1CCC(C(=O)NC2CCCCCCC2)CC1
→ 0%	2%	0%	-7%	2%	-2%	-3%	-4%
- Cn1c(=O)oc2cc(S(=O)(=O)N3CCCC(C(=O)NCc4cccs4)C3)ccc21 (stereo unspecified)
→ -7%	-3%	1%	5%	-12%	-1%	-5%	-3%[15.4 µM]
- Nc1c(Cl)c(Cl)nc(C(=O)N/N=C/c2cccnc2)c1Cl
→ 1%	2%	3%	1%	-2%	1%	1%	-6%
- COc1cc(C(=O)N/N=C(\c2ccccc2)c2ccccn2)cc(OC)c1OC
→ 1%	-5%	-1%	-7%	-5%	-1%	-21%	0%
- Cn1c(COc2ccc(Cl)cc2)nnc1SCC(=O)Nc1ccc2c(c1)CCC2
→ 6%	7%	1%	1%	-5%	-10%	3%	-1%
- COc1ccccc1OCC(O)CN1C(=O)NC(C)(C)C1=O (stereo unspecified)
→ -7%	0%	1%	-2%	-13%	3%	.	-2%
- Cc1ccc(Nc2nc(N)nc(CSc3nnc(-c4ccncc4)o3)n2)cc1
→ 1%	11%	0%	3%	0%	1%	3%	-2%
- CC1CN(C)C(C)c2c1oc1ccc([N+](=O)[O-])cc21 (stereo unspecified)
→ 19%	-1%	-1%	-6%	i	2%	-6%	4%

Remaining list, next part:
Below each SMILES: GAA glycogen mod	GoLoco inh red	TexasRed fluor	TRb SRC2 PPI	RECQ1 helicase	GAA spleen mod	L3MBTL1 block	GAA inhib
- O=C1COc2ccc(N3C(=O)C=CC3=O)cc2N1
→ 2%	-24%	0%	6%	12%	0%	-13%	5%
- CC(C)S(=O)(=O)c1cnc(N2CCOCC2)nc1N
→ -7%	2%	1%	2%	-4%	1%	1%	.
- Cc1oc2ccc(OCc3c(F)cccc3Cl)cc2c1C(=O)O
→ 5%	-1%	0%	5%	-4%	8%	-1%	.
- CN(C)C(=O)NC(O)C(Cl)Cl (stereo unspecified)
→ 2%	-1%	-3%	3%	-2%	3%	.	2%
- COc1ccc(CNc2ccc([N+](=O)[O-])cc2C)cc1
→ -60%	0%	-3%	7%	-25%	-4%	.	.
- O=C1CNC(=O)/C1=C/c1ccc(Br)cc1
→ -1%	11%	-1%	3%	-3%	8%	8%	.
- CSC1=N/C(=C/c2ccc(-n3cncn3)cc2)C(=O)N1
→ 4%	3%	-4%	3%	i	-3%	.	.
- C=CCn1c(Cc2ccc(OC)cc2)nnc1SCC(N)=O
→ 2%	-8%	0%	-1%	i	-1%	.	-1%
- CCOC(=O)/C=C1\NC(=O)CS1
→ -4%	-4%	-3%	-8%	i	-3%	.	-21%
- O=C1CC(c2ccccc2)CC2=C1C=Nc1ccccc1N2 (stereo unspecified)
→ -16%	5%	-3%	0%	-2%	4%	-10%[11.4 µM]	-6%

The last two compounds of the part before are carried over, then new ones follow.
Below each SMILES: GAA glycogen mod	GoLoco inh red	TexasRed fluor	TRb SRC2 PPI	RECQ1 helicase	GAA spleen mod	L3MBTL1 block	GAA inhib
- CCOC(=O)/C=C1\NC(=O)CS1
→ -4%	-4%	-3%	-8%	i	-3%	.	-21%
- O=C1CC(c2ccccc2)CC2=C1C=Nc1ccccc1N2 (stereo unspecified)
→ -16%	5%	-3%	0%	-2%	4%	-10%[11.4 µM]	-6%
- CCCCCCCC/C=C\C/C=C\C/C=C\CCCC(=O)O
→ .	3%&6%	-2%&-1%	-7%&3%	9%	-2%&-2%	.	.
- FC(F)(F)c1cnc(N/N=C/c2ccncc2)c(Cl)c1
→ 2%	3%	-4%	11%	i	-4%	.	.
- COc1ccc(/C=C/c2cc(-c3ccc(C)cc3)o[n+]2C)cc1
→ 2%	11%	3%	1%	-10%	-7%	-1%	-1%
- COc1ccc(C(=O)N/N=c2\oc3ccccc3cc2C(N)=O)cc1
→ -1%	-6%	-5%	-6%	i	2%	.	-2%
- CN(C)c1ccnc(-n2cccc2/C=N/OCc2cccc(F)c2)c1C#N
→ 1%	-3%	-2%	5%	-3%	-4%	.	8%
- CSc1ccc(/C=N\NC(=O)CNc2ccc(C)cc2)cc1
→ -29%	8%	-1%[53 µM]	-16%[53 µM]	i	-19%	-16%	10%
- Cc1cccc(NC(=O)C2CCCC2)c1
→ 1%	3%	-1%	7%	-4%	-12%	-2%	3%
- COc1ccc(Cn2nnnc2C(c2cc3ccc(OC)cc3[nH]c2=O)N2CCCCCC2)cc1 (stereo unspecified)
→ 2%	4%	-3%	2%	-13%	-15%	-2%	1%
- COC(=O)c1sccc1NC(=O)CN(C)NS(=O)(=O)c1ccc([N+](=O)[O-])cc1
→ -2%	6%	-2%	-1%	i	0%	-2%	5%
- COC(=O)c1ccc(Oc2c(C(F)(F)F)oc3c(CN4CCN(C)CC4)c(O)ccc3c2=O)cc1
→ -8%	5%	.	.	-6%	-17%	34%[activator]	-8%

(continued)
Below each SMILES: GAA glycogen mod	GoLoco inh red	TexasRed fluor	TRb SRC2 PPI	RECQ1 helicase	GAA spleen mod	L3MBTL1 block	GAA inhib
- O=C(CCCC(=O)N(CC(=O)NC1CCCC1)Cc1ccccc1)Nc1ccccn1
→ 17%	-5%	-1%	-19%	i	2%	35%[activator]	5%
- CC(=O)NC(CCS(C)(=O)=O)C(=O)Nc1nccs1 (stereo unspecified)
→ -4%	3%	-6%	0%	-5%	-3%	-3%	10%
- CCCCn1nnc(NC(=O)c2cc3ccccc3o2)n1
→ -1%	0%	4%	-2%	-11%	1%	.	-12%
- Cc1ccnn1CC(=O)N/N=C/c1cccs1
→ 9%	3%	-2%	-2%	-15%	7%	8%	4%
- COc1ccc(C2NC(=O)NC(O)(C(F)(F)F)C2C(=O)c2ccccc2)cc1OC (stereo unspecified)
→ 6%	5%	-6%	-4%	-2%	2%	.	0%
- CCOC(=O)c1sc(S(C)(=O)=O)c2c1CCc1conc1-2
→ -6%	3%	-6%	-5%	10%	6%	-6%	0%
- CS(=O)(=O)N1N=C(c2ccc(Cl)cc2)CC1c1cccs1 (stereo unspecified)
→ 1%	7%	0%	5%	-11%	0%	.	?
- CC(C)[C@H](NC(N)=O)C(=O)Nc1ccc2c(c1)CCC2
→ -1%	4%	1%	-5%	-5%	3%	-1%	2%
- CC(=NCCc1c(C)[nH]c2ccc(OCc3ccccc3)cc12)C1=C(O)CC(c2ccccc2)CC1=O (stereo unspecified)
→ -1%	6%	-3%	8%	-11%	.	-2%	-7%
- CCOc1cccc(-c2nnc3sc(COc4ccc(C)cc4)nn23)c1
→ 3%	.	-2%	-11%	-12%	-1%	1%	3%

The results go on.
Below each SMILES: GAA glycogen mod	GoLoco inh red	TexasRed fluor	TRb SRC2 PPI	RECQ1 helicase	GAA spleen mod	L3MBTL1 block	GAA inhib
- CC(=O)Oc1ccc2oc(/C=C/N(C)C)c([N+](=O)[O-])c2c1
→ 1%	11%	-3%	6%	i	3%	.	-2%
- NC(=O)CSC1=Nc2ccccc2C2=NC(c3ccccc3)C(=O)N12 (stereo unspecified)
→ 17%	-11%	-1%	1%	i	16%	.	?
- Nc1[nH]c(=O)ncc1F
→ 8%&10%	-9%	-2%	-2%	-29%	11%	1%	-13%&-6%[15.4 µM]
- CCOC(=O)NC(Nc1sc2c(c1C(=O)OC)CCN(C)C2)(C(F)(F)F)C(F)(F)F
→ 5%	-4%	-1%	-6%	-2%	5%	?	-5%
- COc1cc(-c2coc3cc(O[C@H]4OC(CO)C(O)C(O)C4O)c(OC)c(O)c3c2=O)cc(O)c1OC (stereo partly specified)
→ .	6%	-1%	-4%	-1%	0%	.	.
- CC(C)(C)N(NC(=O)Nc1ccccc1)C(=O)c1ccccc1
→ 4%	0%	-3%[53 µM]	2%[53 µM]	i	-1%	8%	-2%
- Cc1ccc2c(c1)N(CCCC(=O)NCCC1=CCCCC1)C(=O)CO2
→ -10%	-4%	-1%	-3%	0%	-7%	2%	-8%
- Cc1nnc2sc(-c3ccncc3)nn12
→ 6%	-9%	-2%	4%	-4%	0%	0%	-4%
- COC(=O)CSC1=NS(=O)(=O)c2ccccc21
→ -4%	-26%	3%	-3%	-6%	-1%	14%	-9%
- CC1(C)Cc2sc3c(=O)[nH]c(=S)[nH]c3c2CO1
→ -7%	-3%	0%	-5%	-2%	1%	.	.

More compounds
Below each SMILES: GAA glycogen mod	GoLoco inh red	TexasRed fluor	TRb SRC2 PPI	RECQ1 helicase	GAA spleen mod	L3MBTL1 block	GAA inhib
- CC1=CC=CN2C1=NC(=O)CC2(C)C(=O)N(CC(=O)NC1CCCC1)c1ccccc1C (stereo unspecified)
→ 9%	0%	0%	3%	-2%	22%	.	?
- COc1ccc(S(=O)(=O)N2CCOCC2)cc1NC(=O)CCc1c[nH]c2ccccc12
→ -5%	25%	-3%	2%	22%	3%	-4%	?
- COCC(=O)Nc1ccc(-c2cn3cccnc3n2)cc1
→ -2%	5%	-3%	0%	-5%	?	1%	?
- COC(=O)[C@H](C)NC(=O)Nc1cccc(Br)c1
→ 3%	6%	-5%	-2%	-3%	-2%	-2%	-17%
- CCCn1c(SCC(=O)NCc2cccs2)nc2c1c(=O)n(C)c(=O)n2C
→ -1%	7%	-1%	8%	-7%	3%	0%	2%
- CC1=CC(=NOC(=O)c2cccc([N+](=O)[O-])c2)C=C(C)C1=O
→ -4%	2%	-3%	-3%	i	-12%	.	-4%
- CCC(=O)N1CCc2cc(S(=O)(=O)NCCN3CCC(C)CC3)ccc21
→ 6%	5%	0%	3%	-8%	3%	.	1%
- CC(c1ccon1)N(C)Cc1cn(C)nc1-c1ccc2c(c1)OCCO2 (stereo unspecified)
→ 7%	5%	2%	0%	23%	1%	-10%	.
- Cc1cc2[nH]c(=O)c(=O)[nH]c2cc1S(=O)(=O)N1CCN(c2cccc(Cl)c2)CC1
→ 20%&11%[76.3 µM]	.	5%	13%	.	.	-14%	.

Screening data (PubChem)
